AI-2 QS mod = Vibrio harveyi AI-2 quorum sensing modulators, primary screen, JMH597 strain, luminescence/OD600 ratio | activity change, % at 7.5 µM | AID 2094, 2009 | Vibrio harveyi JMH597 AI-2 luminescence/OD600 ratio, 9 h; stronger effect = lower value; strain lacks LuxN and CqsS sensors; 0 = neutral-control median | actives 0.4% (n = 300,000); in the data active = activity change below about -75%, passing the limit was not always enough; inconclusive = no clear call, values can overlap the other calls;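 also: luminescence divided by OD600 gain over 9 h not by final OD600 alone; inactives centre near 13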
aSyn 5UTR inh = MLPCN primary screen, SNCA 5' untranslated region; alpha-synuclein 5'UTR reporter, inhibitor activity; inhibition, % (tested at 7.5 µM); actives 0.82% (n = 300,000); AID 1813, 2009; in the data active = inhibition above about 60%; inconclusive = no clear call, values can overlap the other calls;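 also: H4 neuroglioblastoma cells stably carrying SNCA 5'UTR luciferase fusion; 0% = DMSO wells and 100% = positive control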
HSP90 inh = HSP90 inhibitors, primary screen, cell lysate, luminescence. Rabbit reticulocyte lysate, luciferase refolding luminescence, 3 h. inhibition, % at 5.6 µM. actives 0.91% (n = 290,000). AID 1789, 2009. Heat shock protein HSP 90 (rabbit reticulocyte lysate; luciferase refolding);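 active = inhibition above the screen-wide mean plus 3 SD, computed separately per campaign, cut at about 16% in these data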;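 also: 0% = DMSO wells and 100% = 60 µM geldanamycin wells; inhibitors lower the luminescence because luciferase stays unfolded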
SKKanGAS inh = S. pyogenes SKKanGAS growth inhibitors in kanamycin, primary screen, streptokinase expression inhibitor project, SKKanGAS strain, BacTiter-Glo luminescence; 6 h; AID 1662, 2009; inhibition, % at 7.5 µM; actives 1.3% (n = 300,000);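 active = mean replicate score, as percent of positive control median, at least 50; inconclusive = mean below 50 but one replicate at or above 50; inactive = mean and every replicate below 50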;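 also: strain carries kanamycin resistance gene driven by streptokinase promoter and grows in 40 µg/ml kanamycin; loss of luminescence reflects streptokinase promoter inhibition or plain growth inhibition; 0% = median of DMSO wells and 100% = positive control at its reference dose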
Platelet DG rel = inhibitors of platelet dense granule secretion, primary screen, cell-based, MLPCN, human platelets; inhibition, %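 (compounds screened at 7.5 µM in platelet-rich plasma)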; actives 0.22% (n = 300,000); AID 1663, 2009; human platelet-rich plasma, SFLLRN dense granule ATP release, luminescence;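 active = mean replicate score, as percent of positive control, at or above 50; inconclusive = mean below 50 but at least one replicate at or above 50; inactive = mean and every replicate below 50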
KLF5 inh = KLF5 expression inhibitors, primary screen, DLD-1 cells, luminescence. DLD-1 KLF5 promoter-luciferase reporter. inhibition, % at 5 µM. actives 0.23% (n = 290,000). AID 1700, 2009;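 active = inhibition above a per-plate limit of that plate's mean compound inhibition plus 3 SD, cut at about 60% in these data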;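 also: 0% = DMSO wells and 100% = LY294002 at 200 µM; higher means less KLF5 promoter-driven luciferase light; inactives centre near -14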
HSF-1 act = HSF-1 activators, primary screen, NIH3T3-HGL cells, MG132 stress, luminescence, single point; NIH3T3-HGL HSF-1 luciferase reporter, 8 h; 100% = twice DMSO control signal; activation, % at 9 µM; actives 1.7% (n = 300,000); AID 504408, 2011;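 active = mean replicate activation of at least 50% with a set share of replicates each reaching 50%; inconclusive = only one of those two conditions met; inactive = mean below 50% and too few replicates reaching it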;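 also: 0% = median of the neutral control wells and 100% = twice that signal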
HSF1 inh = HSF1 inhibitors in luciferase reporter cells, primary screen, cell-based, NIH3T3, luminescence. NIH3T3-HGL HSE-luciferase, MG132-induced, luminescence 8 h; stronger effect = lower value. activity change, negative = inhibition, % at 7.5 µM (by protocol). actives 0.77% (n = 300,000). AID 2098, 2009;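 active = more than half of replicate wells show activity change below -50%, luminescence cut by over half; inconclusive = some wells, but at most half, below -50%; inactive = no replicate well below -50%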;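 also: luciferase reports HSF-1 transcriptional activity via heat shock element; 0% = median of DMSO wells and -100% = zero luminescence signal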
HIF activator = HIF pathway transcriptional activators, primary screen, cell-based, U2OS HRE-luciferase, luminescence; actives 0.32% (n = 300,000); U2OS HRE-luciferase reporter; normalized: DMSO 0%, desferrioxamine 100%; activation, % at 7.5 µM (by protocol);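 active = mean activation of at least 10% of the iron chelator positive control signal, with at least half of replicates also reaching 10%; inconclusive = mean and replicate majority disagree about reaching 10%; inactive = mean and most replicates under 10%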
IEC-6 tox = cytotoxicity in IEC-6 intestinal epithelial cells, primary screen, cytotoxicity control for KLF5 inhibitor project, cell-based, luminescence | IEC-6 cytotoxicity, luminescence viability | inhibition, % at 5 µM | actives 0.78% (n = 290,000) | AID 1825, 2009; in the data active = inhibition above about 22%;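 also: 0% = plate median of test compound wells and 100% = cytotoxic reference compound wells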
An asterisk follows results filed as active; u = inconclusive; x = no result given.

SMILES	AI-2 QS mod	aSyn 5UTR inh	HSP90 inh	SKKanGAS inh	Platelet DG rel	KLF5 inh	HSF-1 act	HSF1 inh	HIF activator	IEC-6 tox
COc1ccccc1CC(=O)Nc1ccc(C(=O)N2CCCCC2)cc1	40.8	-20.3	-2.1	-3.8	7.2	-6.1	-14.1	-10.3	0.3	2.9
COc1ccccc1NS(=O)(=O)c1cccc2cccnc12	20.9	-9.9	-1.8	0.2	34.3	-5.3	6.7	1.6	x	3.6
C=CCn1c(CSc2nc3ccccc3s2)nnc1SCC(=O)NCc1ccccc1	5.8	-4.2	-5.7	2.1	-5.2	-51.5	-3.4	3.2	-0.1	-4.7
C/C(=C\C1CCCCC1)C(NC(=O)c1ccc(C(F)(F)F)cc1)c1ccc(-c2ccccc2)cc1 (centres undefined)	14.6	7.9	x	12.8	2.6	x	-0.2	0.7	-0.5	x
CCc1nnc(NS(=O)(=O)c2ccc(N/C=C\C(=O)c3ccc4ccccc4c3)cc2)s1	13.0	19.1	0.3	39.0	-2.6	14.1	-0.1	5.9	-0.6	-0.5
COc1cccc(OC)c1C(=O)OCC(=O)NCC(C)C	24.3	13.7	-0.5	-5.6	9.9	-1.8	39.2	12.4	-0.2	-1.3
O=C(Cn1ccc2ccccc2c1=O)NCCC(=O)N1CCN(c2cccc(Cl)c2)CC1	11.8	9.1	0.1	-7.0	0.8	-31.3	16.2	11.8	0.3	-0.3
CN(CCOc1ccccc1)CC(=O)Nc1cc([N+](=O)[O-])ccc1Cl	14.8	21.9	4.9	2.5	3.8	-19.8	16.7	22.4	-0.1	0.0
CCOC(=O)c1ccc(CC2SC(N)=NC2=O)cc1 (centres undefined)	0.1	21.6	-0.3	-3.7	1.6	-24.8	-12.8	-2.0	-2.4	3.6
CN1CCC(OC(=O)c2ccc(Br)cc2)CC1	15.9	5.8	1.0	-7.4	3.4	-11.7	-6.4	-8.7	0.3	0.8
Cc1ccc(C)c(S(=O)(=O)/N=C2\C=C(NS(=O)(=O)c3ccccc3)C(=O)c3ccccc32)c1	18.2	20.4	0.1	106.6*	3.3	10.0	10.3	1.6	-0.1	-1.1
CCOC(=O)NC(NCc1cccc(C(F)(F)F)c1)(C(F)(F)F)C(F)(F)F	15.4	-2.0	-3.1	0.5	8.3	-12.2	1.1	1.1	0.0	-10.9
O=C(CSc1cn(Cc2ccccc2)c2ccccc12)NCc1ccc(F)cc1	23.8	10.0	0.0	-5.5	-4.9	-9.9	-7.9	7.4	-0.1	5.4
O=S(=O)(c1ccc(F)cc1)N1CCc2ccccc21	-8.4	-1.6	-0.8	-0.7	14.2	-44.6	9.3	5.4	-1.3	1.9
CCC(C)C(NC(=O)C1CCC(C)CC1)C(=O)NC(CCSC)C(=O)OC (centres undefined)	10.4	-8.8	5.8	-6.0	-3.3	-20.8	26.2	-4.4	-0.1	-0.3
C[C@@H]1CCC[C@H](C)N1NC(=O)c1ccc(Cl)c(S(N)(=O)=O)c1	16.9	18.2	-2.4	-0.9	-1.8	5.3	-1.1	-2.9	-0.1	1.7
CC1=NN(C(=O)c2ccc(Br)cc2)C(O)(C(F)(F)OC(F)(F)F)C1 (centres undefined)	31.5	-3.2	-0.7	6.2	-5.0	-23.8	12.2	2.1	-10.0	6.1
CN(C)S(=O)(=O)c1ccc(N2CCCC2)c(C(=O)N2CCN(S(=O)(=O)c3ccccc3F)CC2)c1	25.9	-2.1	x	18.2	-3.0	x	-10.3	-3.4	0.3	x
O=S(=O)(NCc1csc(-c2cccs2)n1)c1cccs1	19.8	-34.8	0.3	-23.4	1.9	4.3	18.9	4.8	0.2	-0.4
COCCNC(=O)CN(C(=O)Cn1nnc2ccccc21)c1cc(C)cc(C)c1	7.1	5.1	-1.9	14.1	15.4	-11.8	-12.2	-8.5	0.7	-7.0
Cc1nc(C)c(C(=O)NNS(=O)(=O)c2ccc([N+](=O)[O-])cc2)s1	19.1	17.0	-0.5	-19.7	-0.7	0.3	-10.7	2.4	-0.3	-6.8
CCN(CC)C(=O)c1ccccc1NC(=O)CN1C(=O)c2ccccc2S1(=O)=O	29.2	14.6	1.2	-1.8	-0.5	-13.2	2.7	-2.5	-0.3	-3.6
Cc1onc(-c2ccccc2Cl)c1C(=O)N[C@@H](C)c1ccccc1	6.7	0.6	x	15.5	-0.1	x	-5.4	-7.2	-0.4	x
CC(C)Cc1nnc(NC(=O)CCC(=O)N2CCOCC2)s1	12.8	10.5	-3.1	1.3	-10.4	-12.5	-6.7	-5.8	-0.2	-0.5
CCN(CC)S(=O)(=O)c1cccc(-c2nnc(SC(C)C(N)=O)n2CCc2ccccc2)c1 (centres undefined)	30.2	18.4	0.1	-3.6	3.2	-15.0	-12.8	-5.0	-1.0	5.1
CN(C)S(=O)(=O)N1CCC(n2nccc2NC(=O)CCCc2ccccc2)CC1	5.3	-12.0	-6.6	0.0	-2.9	-15.8	-14.7	-5.2	2.3	-0.7
O=C(CN1C(=O)NC2(CCCCCC2)C1=O)NC1CC1	9.8	26.6	-2.2	0.3	2.2	-15.1	-16.5	-10.4	-0.8	0.1
COc1ccc(NS(=O)(=O)c2cccc(C(=O)NNC(=O)CNC(=O)c3ccco3)c2)cc1	12.7	-1.6	-1.4	0.0	17.4	-29.5	3.6	0.7	-0.4	-12.3
O=S(=O)(/C=C/c1ccccc1)N1CCc2ccccc2C1	21.9	-4.6	-0.5	25.8	-0.1	2.9	-3.1	-1.9	-0.5	-2.6
CCN(C(=O)CSc1nnc(-c2cccs2)o1)C1CCS(=O)(=O)C1 (centres undefined)	3.7	6.3	-0.5	0.4	-2.2	-14.0	-5.1	-2.6	0.4	2.2
O=c1oc2ccccc2c(Nc2ccc3ncccc3c2)c1[N+](=O)[O-]	10.3	-42.3	-1.5	-3.1	22.4	-21.3	-4.3	-7.6	-0.2	5.8
CCCNC(=O)CN(CCc1ccccc1)S(C)(=O)=O	15.6	-25.8	-2.5	0.5	-10.9	-26.2	1.5	-1.2	0.4	-5.2
Cc1ccc(-c2csc(/C(C#N)=C(\O)CN3CCN(C(=O)c4ccco4)CC3)n2)cc1	18.9	9.9	-3.5	1.0	-2.1	-6.4	10.6	-0.7	0.4	-9.0
COc1ccc(CCNC(=O)c2ccc3c(c2)SC2=NS(=O)(=O)CCN23)cc1	0.9	-6.6	1.2	-11.6	76.7*	1.6	16.7	1.9	-0.3	-6.4
COc1ccc(NC(=O)C2CCN(C(=O)Cc3ccccc3)CC2)cc1OC	-23.9	-15.3	0.5	1.4	-0.2	-1.0	3.9	-1.4	-0.6	-2.4
O=C(c1ccccc1)N1CCN(C(=S)NCc2ccc3c(c2)OCO3)CC1	14.7	20.6	-3.3	-13.6	1.8	-10.9	3.9	-5.3	-0.3	-8.0
Cc1ccc(CNC(=O)C2CCC(=O)N(Cc3ccc(Cl)cc3)C2)cc1F (centres undefined)	11.8	-1.6	-4.5	0.3	-2.6	-11.5	56.0*	15.5	0.1	1.6
O=C1Nc2ccc(S(=O)(=O)NCCC3=CCCCC3)c3cccc1c23	2.2	17.1	0.6	-1.8	1.5	-16.5	5.8	10.4	0.0	0.4
CCn1c(SCC(=O)Nc2ccc(S(N)(=O)=O)cc2)nnc1-c1cccc(OC)c1	13.3	-9.3	-3.1	0.7	-1.1	-5.5	-1.3	-2.8	-0.4	0.2
O=C(CNC1CCCC1)Nc1ccc(N2CCCCCC2)cc1	14.1	-14.1	0.1	-4.5	-1.6	-6.0	2.3	8.9	0.3	-0.8
COc1ccc(NC(=O)C(=O)NNC(=O)c2cccs2)cc1	20.7	-32.5	3.7	-17.6	-4.1	-24.4	u	13.9	0.0	-2.0
C(=N\Nc1nc(N2CCCCCC2)nc(N2CCCCCC2)n1)/c1ccccc1	8.0	17.2	-0.5	69.3*	0.7	11.6	8.2	1.8	0.2	-4.5
Cc1cccc(NC(=O)c2cccc(N3C(=O)C4CCC(C)CC4C3=O)c2)c1C (centres undefined)	5.1	-8.4	7.7	-6.7	10.9	-8.8	-8.2	0.0	-3.5	3.3
O=C1C2=C(NC(=S)NC2c2ccc(Cl)cc2)NC(c2ccc(Cl)cc2)N1c1ccc(Cl)cc1 (centres undefined)	45.5	-24.3	4.9	105.1*	3.1	-0.6	u	18.7	-0.3	3.9
COc1ccccc1N(C)S(=O)(=O)c1ccc(C(=O)OCC(=O)N(C(C)C)C(C)C)cc1	16.6	9.4	2.2	1.7	5.9	-8.8	-0.5	1.7	-0.6	3.1
COc1ccc(NC(=O)C(=O)NCCCO)cc1Cl	10.0	-14.4	-1.2	1.5	5.2	-1.4	11.2	4.5	0.1	6.5
CCOCCOC(=O)COc1ccc(N2C(=O)c3ccccc3C2=O)cc1	13.5	-10.5	2.9	-2.5	-6.0	-20.8	1.7	-4.6	0.5	-0.5
O=C(OCCOCCN=C1NS(=O)(=O)c2ccccc21)c1ccc(F)cc1	11.0	19.2	-0.1	-7.3	-3.5	-3.8	-14.3	-4.5	0.5	2.5
COCCNC(=S)N/N=C(\C)c1ccc(OC(F)F)cc1	5.9	19.0	0.2	-5.6	6.2	5.3	-9.8	-6.7	0.0	4.1
Cc1ccc(NC(=O)CSc2nnc(-c3ccccc3Br)o2)cc1C	19.0	-60.7	2.2	-0.6	4.8	-30.0	-7.9	-5.0	0.9	10.1
COc1cc(C(=O)NCC(=O)NCC2COc3ccccc3O2)cc(OC)c1OC (centres undefined)	37.2	12.6	x	-3.9	13.0	x	-3.9	-1.5	-0.7	x
COC(=O)C1CCN(C(=O)Cc2c(OC)ccc3cc(Br)ccc23)CC1	1.5	-3.8	-1.1	4.8	6.7	-3.5	41.5	11.6	0.0	-1.9
CCOC(=O)c1ccc(NC(=O)c2ccc[n+]([O-])c2)cc1	11.5	-17.9	1.9	2.9	16.2	-54.3	-22.5	-1.2	0.0	-3.0
CCc1ccc(NC(=O)CSc2nc(=O)n(CCCN3CCOCC3)c3c2CCCC3)cc1	2.8	11.0	x	-4.1	-2.5	x	-0.5	2.8	0.7	x
CCN(CC)C(=O)C1CCCN(C/C=C/c2ccccc2[N+](=O)[O-])C1 (centres undefined)	13.3	13.8	3.2	2.4	-0.4	0.4	10.2	2.7	-0.2	-3.5
CC(C(=O)Nc1ccccn1)(c1ccccc1)c1ccccc1	57.5	-27.9	9.0	1.2	-6.8	-15.8	13.1	2.1	-18.5	1.3

Source: PubChem BioAssay
